Source: PubChem BioAssay (National Center for Advancing Translational Sciences (NCATS))
p53 reactivator: mutant p53 re-activation in reporter cells; Potency, µM (series often up to 92.2 µM), for inactives: at the highest dose activity change, positive = activation, most hits filed as activators; H1299 p53-A138V BP100-luciferase reporter, luminescence, 24 h; hit rate 0.063% among 320,000; note: potency is the fitted concentration of half-maximal effect; % of control where 0% means no effect; nearly all actives have a fitted effect of over 45% in size
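H1299 (p53-null), stable ts p53-A138V + BP100-Luc; 1000 cells/well, Opti-MEM/10% FBS; cpd 4 pt, 1:5; 24 h, 37 deg C, 5% CO2; detection reagent 10 min RT; luminescence.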
B2AR arrestin: recruits beta-arrestin to the human beta2-adrenergic receptor. P07550. hit rate 0.02% among 330,000. beta-arrestin recruitment to beta2AR, cell-based reporter. Potency, µM (highest dose often 46.1 µM), without a hit: at the top dose activation, most hits filed as activators;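 note: potency is the fitted concentration of half-maximal effect; 0% = DMSO controls and full agonism = EC100 isoproterenol or metaproterenol; nearly all actives have a fitted effect of over 65% in size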
ELG1 genotoxic: genotoxicity induction in ELG1-luciferase HEK293T cells; AID 504466; hit rate 1.3% among 330,000; HEK293T ELG1-luciferase reporter, luminescence, 16 h; Potency, µM (highest dose often 46 µM), inactives show at the top dose activity change, positive = activation, actives largely listed as activators; note: potency is the fitted concentration of half-maximal effect; % of control where 0% means no effect; nearly all actives have a fitted effect of over 60% in size
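16 hr compound incubation (37 °C, 5% CO2) of HEK293T cells carrying luciferase-tagged ELG1; luciferase then measured by ONE-Glo luminescence after 30 min at RT.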
a7 integrin act: activators of alpha7 integrin expression for muscular dystrophy | hit rate 0.064% among 350,000 | alpha7betagal myoblasts, beta-gal FDG fluorescence, 48 h | AID 624291 | Potency, µM (doses to about 38.3 µM), inactives show at the highest dose activation, usual class: activators;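 note: potency is the fitted concentration of half-maximal effect; 100% = response of the positive control SU9516; nearly all actives have a fitted effect of over 60% in size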
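Alpha7betagal+/- myoblasts (passage 13) were plated 16-24 hr, then exposed to compounds (1:260 dilution of DMSO stock) for 48 hours at 37C. After MPER lysis, β-galactosidase reporter activity was read as FDG fluorescence (ex 480/em 540) after 30 minutes.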
USP2a block: blocks human ubiquitin-specific protease USP2a. USP2 core, Ub-CHOP2 coupled fluorogenic reporter, 485/531. AID 463254. Potency, µM (highest dose often 38.3 µM), for inactives: at the top dose activity change, negative = inhibition, actives largely listed as inhibitors. hit rate 0.01% among 330,000. O75604;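 note: potency is the fitted concentration of half-maximal effect; plate controls were DMSO wells for no effect and full inhibition by NEM control for full effect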
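USP2 core (10nM final) preincubated 30min RT with compound in 20mM Tris-HCl pH 8.0, 2mM CaCl2, 2mM beta-mercaptoethanol, 0.05% CHAPS; 25nM Ub-CHOP2 plus 25nM reporter substrate added, fluorescence (Ex485/Em531) read after 60min.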
Eya2 inh: Eya2 (human) phosphatase inhibition. recombinant Eya2, OMFP fluorescence dephosphorylation (OMFP is methylfluorescein phosphate). Potency, µM (highest dose often 76.9 µM), for inactives: at the highest dose activity, negative = inhibition, hits mostly inhibitors. hit rate 0.006% among 330,000. AID 488837; note: potency is the fitted concentration of half-maximal effect; % is set by controls: 0 for no effect and ±100 for the full control effect
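Eya2 protein (added as 0.2 uM solution) was preincubated with compound for 10 min at ambient temperature in 50 mM HEPES pH 7.5, 50 mM NaCl, 5 uM MgCl2, 0.05% BSA, 1 mM DTT. OMFP (added at 50 uM) then reacted 10 min; fluorescence read at 485/525 nm.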
S-ASM inh: inhibitors of human secretory acid sphingomyelinase | P17405 | placental ASM, HMU-PC fluorogenic substrate, 60 min | Potency, µM (highest dose often 57.5 µM), without a hit: at the top dose activity change, negative = inhibition, actives largely listed as inhibitors | hit rate 0.006% among 340,000; note: potency is the fitted concentration of half-maximal effect
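Steps: dispense placental human ASM, pin compound, wait 10 min at room temperature, add HMU-PC0 substrate at 9 uM final, incubate 60 min at 37 °C, add stop solution raising pH to 10, read fluorescence.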
TRPV1 agonist: human TRPV1 agonism; Q8NER1; TRPV1-expressing cells, Fluo-8 calcium influx, agonist mode; activation, % at 8.33 µM; hit rate 0.19% among 320,000; AID 540275; in the data active = activation above about 80%; inconclusive = between about 30% and that limit; note: 0% is about no effect
Target sequence (Q8NER1 whole entry, looked up): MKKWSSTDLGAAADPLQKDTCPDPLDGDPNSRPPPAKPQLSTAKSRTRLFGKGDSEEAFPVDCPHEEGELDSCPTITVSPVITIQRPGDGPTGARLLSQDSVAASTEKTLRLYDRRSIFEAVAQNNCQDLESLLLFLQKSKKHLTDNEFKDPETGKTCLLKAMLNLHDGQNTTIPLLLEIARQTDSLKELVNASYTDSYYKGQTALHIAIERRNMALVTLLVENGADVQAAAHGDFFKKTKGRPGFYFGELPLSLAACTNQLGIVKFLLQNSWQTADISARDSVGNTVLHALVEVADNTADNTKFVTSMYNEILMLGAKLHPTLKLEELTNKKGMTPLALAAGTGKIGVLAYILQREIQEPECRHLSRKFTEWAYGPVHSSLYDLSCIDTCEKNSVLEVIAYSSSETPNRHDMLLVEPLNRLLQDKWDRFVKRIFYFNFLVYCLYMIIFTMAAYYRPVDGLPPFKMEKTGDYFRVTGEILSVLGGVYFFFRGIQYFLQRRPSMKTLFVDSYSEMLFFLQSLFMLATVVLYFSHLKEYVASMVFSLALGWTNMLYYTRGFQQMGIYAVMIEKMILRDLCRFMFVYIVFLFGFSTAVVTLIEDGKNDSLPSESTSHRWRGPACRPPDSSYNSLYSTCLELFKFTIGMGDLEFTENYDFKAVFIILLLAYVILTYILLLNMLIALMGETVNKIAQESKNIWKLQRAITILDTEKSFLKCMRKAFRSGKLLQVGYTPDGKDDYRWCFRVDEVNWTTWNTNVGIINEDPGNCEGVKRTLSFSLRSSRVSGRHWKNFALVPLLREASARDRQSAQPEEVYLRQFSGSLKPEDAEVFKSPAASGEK
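Fluo-8 calcium influx in TRPV1-expressing cells, kinetic read (ex 480/em 520 nm). Compound added and read 3 min for agonist activity, followed by capsaicin at EC20 final and 2 min further read for enhancement.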
uPA generation: cell surface uPA generation inhibition; cell surface uPA generation assay, qHTS; Potency, µM (top dose mostly 38.3 µM), inactives show at the highest dose activity change, negative = inhibition, hits mostly inhibitors; hit rate 0.31% among 330,000; active = well fitted inhibition curve with a large enough effect; inconclusive = small, poorly fitted or top-dose-only effect; inactive = no such curve, though single readings can be large or run the other way; tested in mouse RAW 264.7 cells; note: potency is the fitted concentration of half-maximal effect; % is set by controls: 0 for no effect and ±100 for the full control effect; nearly all actives have a fitted effect of over 55% in size
BRCA1 expr act: increases BRCA1 expression; Potency, µM (top dose mostly 46.1 µM), inactives show top-dose activation, hits mostly activators; hit rate 1.1% among 380,000; AID 624202; MCF7-BRCA1-FFLuc reporter, luminescence, 48 h; response scale: scaled: vehicle 0%, 10 µM genistein 100%; note: potency is the fitted concentration of half-maximal effect; nearly all actives have a fitted effect of over 80% in size; some results filed as inactive show a strong effect at the top dose
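Cells: MCF7-BRCA1-FFLuc, 2000/well. Exposure: 48 h, 37 °C, 5% CO2. Read: luminescence, 15 min post-substrate. Controls: genistein 10 microM (maximal activation), DMSO (neutral).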
TSG101-PTAP inh: blocks PTAP/TSG101 interaction to inhibit HIV-1 budding; Q99816; Fluorescence polarization, FITC-PTAP peptide / Tsg101 binding; Potency, µM (highest dose often 115 µM), for inactives: at the highest dose activity change, negative = inhibition, usual class: inhibitors; 340,000 tested, under 10 active; AID 493005; active = well fitted inhibition curve with a large enough effect in the main read-out, with a control signal flat, not every such curve was filed as active; inconclusive = small, poorly fitted or top-dose-only effect, or effect the other way, or a change in a side signal; inactive = no such curve, though single readings can be large or run the other way; note: potency is the fitted concentration of half-maximal effect; % of control where 0% means no effect
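Compounds were pin-transferred onto Tsg101 binding domain (10 uM final) in HEPES pH 7.5 buffer, then FITC-PTAP peptide was added at 50 nM final. After 20 min at RT, polarization reported peptide displacement across a qHTS concentration series.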
The depositor's hits bear a star; ? = inconclusive; . = not tested or not shown; [ ] = another dose, or the depositor's remark. Unless noted, calls come from the whole dose curve; as a rule, active = well fitted curve in the direction sought with a large enough effect; inconclusive = small, poorly fitted or top-dose-only effect, or another doubt; inactive = no such curve, though single readings can be large; an effect the other way counts as inactive or inconclusive.

SMILES	p53 reactivator	B2AR arrestin	ELG1 genotoxic	a7 integrin act	USP2a block	Eya2 inh	S-ASM inh	TRPV1 agonist	uPA generation	BRCA1 expr act	TSG101-PTAP inh
N=C1C(c2ccc(Br)cc2)=C(O)C2CCc3ccccc3N12 (stereo unspecified)	9.1%	-0.1%	2.2%	-21.6%	-1.1%	-3.6%	2.0%	-2.5	1.2%	21.9%	1.8%
CCn1c(CN2CCN(c3ccc(OC)cc3)CC2)nc2cc(S(=O)(=O)N(C)C)ccc21	0.6%	-0.3%	-3.2%	-26.2%	-2.7%	-5.8%	-13.5%	25.6	-4.3%	-20.5%	0.7%
CC(=O)Nc1nc(C)nc(-c2ccccc2OC(C)=O)n1	9.6%	-0.2%	0.3%	0.0%	-0.1%	-18.1%	-5.8%	-0.7	-8.6%	-39.4%	-7.3%
COc1ccc(N(C)C(=S)Nc2ccc3nc(C)c(C)nc3c2)cc1	-20.6%	-0.3%	3.5%	-1.3%	-1.0%	-4.4%	3.5%	-2.0	-4.1%	34.7%	-13.0%
COc1ccccc1C(=O)NNC(=O)c1ccc(NC(=O)CC(C)C)cc1	-0.6%	-1.1%	1.7%	5.5%	-3.0%	-12.3%	2.0%	19.7	8.1%	-25.1%	1.1%
N=c1ccn(Cc2ccc([N+](=O)[O-])cc2)cc1	0.0%	0.6%	-3.6%	16.7%	2.8%	6.0%	-1.4%	-1.1	4.8%	2.5%	-0.4%
CC(C)CC(=O)Nc1c2c(nn1-c1cccc(Cl)c1)CS(=O)C2 (stereo unspecified)	0.5%	-1.0%	0.6%	?	-2.7%	-2.8%	-1.2%	8.7	2.9%	-3.9%	-0.6%
CCn1c(=NC(=O)CCS(=O)(=O)c2ccccc2)sc2cccc(OC)c21	-6.8%	0.1%	-11.1%	-37.4%[inhibitor]	-1.2%	-12.3%	0.6%	14.3	-20.7%	-39.3%	.
O=C(NCCn1cc(SCC(=O)N2CCOCC2)c2ccccc21)c1c(F)cccc1F	-3.1%	0.0%	-10.5%	-23.0%	1.0%	8.8%	2.7%	1.2	-3.7%	-5.6%	-0.4%
C/C(CC(=O)Nc1ccc(N(C)C)cc1)=N\NC(=O)c1ccc(C(C)(C)C)cc1	23.9%	0.0%	0.2%	5.9%	-3.9%	11.7%	2.1%	0.3	0.3%	0.3%	2.3%
OCCNCc1cc(Br)ccc1OCc1ccccc1	-16.7%	0.2%	-2.1%	-24.7%	0.5%	-4.0%	-0.5%	2.6	-4.5%	-32.6%	-1.7%
CCOC(=O)C1=C2c3ccc4ccccc4c3CC(C)(C)N2C(=O)C1=O	-6.5%	0.3%	-2.6%	0.0%	2.7%	9.5%	2.4%	?	-5.2%	3.4%	0.4%
CCCCn1c(N)c(N(CCOC)C(=O)C2CC(=O)N(Cc3ccco3)C2)c(=O)[nH]c1=O (stereo unspecified)	2.5%	0.4%	0.0%	0.0%	1.6%	17.7%	1.8%	0.5	10.6%	4.0%	0.0%
COc1cccc(-c2cc(C(F)(F)F)nc(-n3cccn3)n2)c1	5.0%	-0.2%	-8.4%	0.0%	-0.8%	-44.8%	-3.1%	?	-4.3%	-9.9%	-2.8%
C[C@]1(C(=O)NCCN2CCOCC2)C=C[C@@H](Cc2ccccc2)N1C(=O)c1ccccc1	3.5%	-2.3%	2.8%	21.8%	1.0%	-0.8%	4.1%	1.9	5.3%	0.0%	0.6%
O=C(O)c1ccc(NC2=C(n3nnc4ccccc43)C(=O)c3ccccc3C2=O)cc1	-12.3%	0.1%	-17.8%	6.7%	3.1%	4.3%	0.0%	0.2	2.2%	25.0%	-3.3%
COc1ccc(N2CCN(C(=O)C(=O)c3c(C)n(C)c4ccccc34)CC2)cc1	1.3%	0.1%	0.0%	3.6%	3.9%	-6.4%	-3.1%	0.7	-11.5%	6.3%	2.6%
Cc1[nH]c(=O)c(C#N)c(C)c1Cl	0.1%	-0.2%	2.7%	-13.8%	3.2%	?	-0.2%	1.2	15.0%	5.3%	-1.5%
Cc1c(C(=O)N2CCC[C@H]2CO)oc2c(F)cccc12	.	-0.2%	16.1%	-19.4%	-0.5%	-8.2%	4.9%	0.2	-4.5%	87.4%	-4.1%
c1ccc(-c2noc(-c3ccco3)n2)nc1	22.4µM*	-0.3%	?	7.6%	0.5%	10.8%	0.8%	0.8	-1.1%	5.7%	-6.0%
COc1ccc(C2C(C(=O)c3ccc(C)o3)=C(O)C(=O)N2CC2CCCO2)cc1OC (stereo unspecified)	-2.7%	0.1%	-1.2%	16.5%	-0.1%	9.2%	-2.2%	-3.2	-1.6%	-14.8%	-6.4%
C=CCN1C(=O)CSC1=Nc1ccc(NC(C)=O)cc1	-1.7%	-0.2%	0.8%	34.7%	-4.1%	-13.0%	-1.0%	1.3	12.2%	4.1%	-0.9%
NS(=O)(=O)c1ccc(CNC(=O)c2cc(-c3cccnc3)nc3ccc(Br)cc23)cc1	2.1%	-0.6%	-2.8%	?	-0.8%	1.9%	-1.7%	3.2	?	-1.2%	0.1%
Cc1ccc(C(=O)CCC(=O)Nc2cccc(C)c2)cc1	6.0%	0.5%	0.4%	1.2%	-0.2%	6.3%	-2.7%	12.1	-9.3%	5.6%	-2.4%
CCOC(=O)N1CCN(C2CCCN(C(=O)c3cccc(N(C)C)c3)C2)CC1 (stereo unspecified)	-4.8%	0.2%	0.2%	-33.9%	0.2%	9.7%	-0.4%	-1.8	-0.1%	-6.1%	-0.8%
Cc1ccc(-n2cc(CNCCCn3cccn3)c(-c3cccc(C)c3)n2)cc1	5.1%	-1.1%	0.9%	-73.4%[inhibitor]	-0.4%	14.2%	1.3%	16.3	1.0%	-61.4%	-1.6%
O=C1NC(=O)C2(CCCC2c2ccccc2)N1 (stereo unspecified)	.	.	.	3.7%	.	.	0.5%	.	-2.1%	-9.3%	0.7%
COc1ccc(OC)c(CCNC(=O)CCCc2nnc3n(C)c(=O)c4sccc4n23)c1	-4.8%	-0.1%	-0.6%	-10.7%	-4.0%	-21.6%	-1.8%	-1.6	1.6%	-7.0%	-0.4%
O=C(NCCCn1ccnc1)c1cccnc1	-0.1%	-0.1%	0.3%	7.9%	-1.3%	-3.8%	-0.1%	0.0	4.4%	-7.2%	-11.9%
CS(=O)(=O)C1=NSC2=NC(=O)/C(=C\c3ccc(OC(=O)c4ccco4)c(Br)c3)C(=N)N21	2.4%	-0.1%	3.4%	-7.9%	1.0%	2.7%	?	-0.3	1.5%	14.9%	-3.3%
Cc1nnc(NCc2ccncc2)c2ccccc12	-0.8%	2.8%	-1.3%	-14.0%	0.0%	-14.2%	-2.6%	.	1.8%	-12.0%	-7.4%
O=C(NCC(c1cccs1)N1CCOCC1)c1cc([N+](=O)[O-])cc([N+](=O)[O-])c1 (stereo unspecified)	-2.8%	-0.1%	-3.1%	3.1%	2.0%	5.1%	2.0%	-2.5	0.3%	7.5%	-0.9%
CC(=O)c1c(N2CCN(CCO)CC2)nc(=S)n(-c2ccccc2)c1C	-1.2%	0.1%	0.7%	15.5%	-1.3%	1.2%	10.7%	-2.4	0.5%	19.6%	0.0%
O=C(CSc1nccc(=O)[nH]1)NC1CCCC1	-2.1%	-0.6%	-5.5%	-3.7%	3.7%	11.3%	2.1%	0.5	-2.3%	1.8%	-1.6%
O=C(Nc1cccnc1)c1cc(-c2cccs2)on1	19.2%	-0.4%	0.6%	23.1%	0.9%	-0.1%	7.1%	?	15.1%	-4.3%	.
CCOC(=O)C(CSCC(=O)c1ccc(Cl)cc1)NC(=O)OC(C)(C)C (stereo unspecified)	6.9%	0.4%	-0.5%	-22.6%	-0.5%	-2.7%	-6.8%	?	2.7%	-15.9%	-4.8%
CCOC(=O)C1=NN(c2ccccc2)C2C(=O)N(c3ccccc3OC)C(=O)C12 (stereo unspecified)	2.6%	4.3%	-0.5%	7.3%	0.0%	-5.8%	8.9%	2.4	-1.1%	-18.1%	0.5%

Filtered by structure, the compounds so far with two or more sulfur atoms
SMILES	p53 reactivator	B2AR arrestin	ELG1 genotoxic	a7 integrin act	USP2a block	Eya2 inh	S-ASM inh	TRPV1 agonist	uPA generation	BRCA1 expr act	TSG101-PTAP inh
CCn1c(=NC(=O)CCS(=O)(=O)c2ccccc2)sc2cccc(OC)c21	-6.8%	0.1%	-11.1%	-37.4%[inhibitor]	-1.2%	-12.3%	0.6%	14.3	-20.7%	-39.3%	.
CS(=O)(=O)C1=NSC2=NC(=O)/C(=C\c3ccc(OC(=O)c4ccco4)c(Br)c3)C(=N)N21	2.4%	-0.1%	3.4%	-7.9%	1.0%	2.7%	?	-0.3	1.5%	14.9%	-3.3%
